EphA4 KYL inhibition – inhibitors of EphA4 binding to KYL peptide, primary screen, biochemical, colorimetric, mouse EphA4 (AID 689); Ephrin type-A receptor 4 (Mus musculus); EphA4-AP binding to KYL peptide, pNPP A405; higher % means a stronger effect; inhibition, % at 10 µM; hits with a dose series show IC50 in µM; actives 0.1% (n = 62,000); in the data active = a potency from the dose series; inactive = the rest, 99 in 100 with inhibition below about 22%
* marks the source's active call; other numbers are inactive results; & = joins results of further samples. The list is partial; the hit share may differ from the screen's.

SMILES | EphA4 KYL inhibition
Cc1n[nH]c(C)c1S(=O)(=O)N1CCN(C(=O)c2ccco2)CC1 | 13%
CCC(C)C(=O)Nc1nc(C)c(-c2csc(Nc3ccc(Cl)cc3)n2)s1 (configuration not stated) | 9%
O=C(CC1Oc2ccccc2NC1=O)NCCCN1CCN(Cc2ccccc2)CC1 (configuration not stated) | 6%
O=C(NCc1ccco1)c1c2c(nc3ccccc13)CCC2 | -4%
CCOc1ccc2nc3c(cc2c1)CN(CCOC)C(=NCCOC)S3 | -18%
Cc1cccc(N2C(=O)NC(=O)/C(=C\c3cc(Br)c(O)c([N+](=O)[O-])c3)C2=O)c1 | -14%
COc1cc(/C=N/n2c(C)nnc2C)ccc1O | -3%
S=c1[nH]nc(-c2cccc(Cl)c2)n1-c1ccccc1 | -2%
COC(=O)C1=C(C)NC2=C(C(=O)c3ccccc32)C1c1ccccc1OCc1ccc(Br)cc1 (configuration not stated) | -7%
O=C(c1cccs1)N1CCn2c1nc1ccccc12 | -16%
CCCNC(=O)Cn1cnc2sc(C(=O)Nc3cc(OC)c(OC)c(OC)c3)c(C)c2c1=O | -5%
CCSc1nc2c([nH]c3ccccc32)c(=O)n1C | -9%
CC(C)CN(CC(C)C)S(=O)(=O)c1cc([N+](=O)[O-])ccc1N1CCCCCC1 | 7%
CSc1ccccc1NC(=O)CSCc1ccccc1Br | -11%
O=C1/C(=C\Nc2ccc(Cl)cc2)CCN1c1ncccn1 | -7%
COC(=O)c1cc2nc(-c3ccc(OC)cc3)cc(C(F)(F)F)n2n1 | -1%&-3%
Cc1ccc(S(=O)(=O)Cc2ccc(C(=O)NCCCN3CCCC3=O)o2)cc1 | -4%
CCOC(=O)C(Cc1ccc(NC(=O)/C(=C/c2ccc(OC(C)=O)cc2)NC(C)=O)cc1)N1C(=O)c2ccccc2C1=O (configuration not stated) | -6%
CS(=O)(=O)N1Cc2ccccc2CC1C(=O)Nc1ccccc1C(N)=O (configuration not stated) | -20%
O=C1C2CCCN2C(c2cccc(F)c2)N1c1cccc(Cl)c1 (configuration not stated) | 9%

17 neighbouring records already listed, quoted:
SMILES | EphA4 KYL inhibition
O=C(NCc1ccco1)c1c2c(nc3ccccc13)CCC2 | -4%
CCOc1ccc2nc3c(cc2c1)CN(CCOC)C(=NCCOC)S3 | -18%
Cc1cccc(N2C(=O)NC(=O)/C(=C\c3cc(Br)c(O)c([N+](=O)[O-])c3)C2=O)c1 | -14%
COc1cc(/C=N/n2c(C)nnc2C)ccc1O | -3%
S=c1[nH]nc(-c2cccc(Cl)c2)n1-c1ccccc1 | -2%
COC(=O)C1=C(C)NC2=C(C(=O)c3ccccc32)C1c1ccccc1OCc1ccc(Br)cc1 (configuration not stated) | -7%
O=C(c1cccs1)N1CCn2c1nc1ccccc12 | -16%
CCCNC(=O)Cn1cnc2sc(C(=O)Nc3cc(OC)c(OC)c(OC)c3)c(C)c2c1=O | -5%
CCSc1nc2c([nH]c3ccccc32)c(=O)n1C | -9%
CC(C)CN(CC(C)C)S(=O)(=O)c1cc([N+](=O)[O-])ccc1N1CCCCCC1 | 7%
CSc1ccccc1NC(=O)CSCc1ccccc1Br | -11%
O=C1/C(=C\Nc2ccc(Cl)cc2)CCN1c1ncccn1 | -7%
COC(=O)c1cc2nc(-c3ccc(OC)cc3)cc(C(F)(F)F)n2n1 | -1%&-3%
Cc1ccc(S(=O)(=O)Cc2ccc(C(=O)NCCCN3CCCC3=O)o2)cc1 | -4%
CCOC(=O)C(Cc1ccc(NC(=O)/C(=C/c2ccc(OC(C)=O)cc2)NC(C)=O)cc1)N1C(=O)c2ccccc2C1=O (configuration not stated) | -6%
CS(=O)(=O)N1Cc2ccccc2CC1C(=O)Nc1ccccc1C(N)=O (configuration not stated) | -20%
O=C1C2CCCN2C(c2cccc(F)c2)N1c1cccc(Cl)c1 (configuration not stated) | 9%

New compounds follow:
SMILES | EphA4 KYL inhibition
Cc1nc2sc3c(c2c(=O)o1)CCCC3 | -13%
Cc1cc(C)cc(Nc2ncc3c(n2)CCCC3=O)c1 | -12%
O=C(c1ccco1)N(CC1CCCO1)c1nc(-c2ccccc2)cs1 (configuration not stated) | 9%
CCN(CC)C(=O)C(C)OC(=O)COc1ccc(Cl)cc1C (configuration not stated) | -8%
CCCC(=O)Nc1ccc(C(=O)Nc2nc(CC(=O)OCC)cs2)cc1 | -4%
CCn1c(=O)c2c(nc3n2CCS3)n(C)c1=O | -15%
CCOc1ccc(C(=O)Nc2ccc(S(=O)(=O)N3CCOCC3)cc2)cc1OCC | -2%
CC(C)NC(=O)c1ccccc1-c1nc(-c2ccccc2Cl)no1 | -6%
COc1cccc(C2=NOC(C(=O)NC(C)C)C2)c1 (configuration not stated) | -6%
O=C(CNS(=O)(=O)c1ccc(Br)s1)NCC1COc2ccccc2O1 (configuration not stated) | -10%

Sorted by value in EphA4 KYL inhibition (high to low): some entries from above.
Molecule	EphA4 KYL inhibition
CC(C)NC(=O)c1ccccc1-c1nc(-c2ccccc2Cl)no1	-6%
O=C(CNS(=O)(=O)c1ccc(Br)s1)NCC1COc2ccccc2O1 (configuration not stated)	-10%
CCn1c(=O)c2c(nc3n2CCS3)n(C)c1=O	-15%

Other structures:
SMILES | EphA4 KYL inhibition
N#CCCn1nc(-c2ccccc2)cc1-n1c(C(F)(F)F)nc2ccccc21 | -8%
O=C(O)c1cscn1 | 4%
CC(=O)N(CN1C(=O)c2ccccc2C1=O)c1ccccc1 | -36%
COc1cc(/C=N\NC(=O)C2C(=O)NCC2c2ccccc2)cc(OC)c1O (configuration not stated) | -8%
CCC(=O)Nc1nc2ccccc2n1CCN(C)C | -4%
CC(=O)C1=C(O)C(=O)N(CCN(C)C)C1c1ccc(Cl)cc1 (configuration not stated) | -13%
CCOC(=O)c1ccccc1N/C=C1\CCCCC1=O | 1%
Cc1nc2ccccc2c2oc(C(=O)Nc3ccc4c(c3)OCCO4)cc12 | -12%
Cc1cc(OCC(=O)OC(C)C)c2c(-c3ccccc3)cc(=O)oc2c1 | 1%
Cc1ccc(Sc2cc(N3CCOCC3)nc(-c3ccccc3)n2)cc1 | -8%
Cc1cccc(-n2c(Cn3nc(C)c([N+](=O)[O-])c3C)n[nH]c2=S)c1 | -14%
CCOc1ccc(NC(=O)CN2CCC(NC(=O)C3CCCCC3)CC2)cc1 | 1%
CCC(C)n1c(SCC(=O)NCc2ccco2)nnc1-c1cccc(S(=O)(=O)N2CCOCC2)c1 (configuration not stated) | -8%
CCOc1ccc(Nc2nc(Cc3nnc(SCC(=O)NCC4CCCO4)n3C)cs2)cc1 (configuration not stated) | -6%
COCCn1c(-c2ccc(Cl)cc2)cnc1SCC(=O)NCc1cccs1 | -10%
O=[N+]([O-])c1ccc(NCCCNS(=O)(=O)c2ccc(Cl)cc2)cc1 | 3%
O=C(N/N=C/c1ccc(-c2cccc(C(F)(F)F)c2)o1)c1ccccc1Br | -11%
Cc1cc(Cl)ccc1Oc1nccc(N(C)C)c1C#N | -4%
CC(C)(C)C(=O)[C@@H]1[C@@H]2C(=O)N(Cc3ccccc3)C(=O)[C@@H]2[C@H]2c3ccccc3C=CN12 | 34%
S=c1nc(COc2ccc(Cl)cc2Cl)[nH][nH]1 | -16%
COc1cccc(NC(=O)C2CCCN(S(=O)(=O)c3ccc(-n4cnnn4)cc3)C2)c1 (configuration not stated) | -8%
O=C(Nc1ccccc1)N1CCN(c2ccc(C(F)(F)F)cn2)CC1 | 41%
Cn1cc(Br)c(C(=O)NNC(=O)c2cccc(Br)c2)n1 | -5%
Cc1cccc(OCC(=O)n2cnnc2N)c1 | -1%
COC(=O)c1cccc(N2C(=O)c3ccccc3S2(=O)=O)c1 | 2%
CCCCCC(=O)N/N=C(\C)c1ccc(NC(=O)c2ccco2)cc1 | -6%
C1CCC(n2nnnc2CN2CCN(C3CCCC3)CC2)CC1 | -12%
CCOc1ccccc1N1CCN(C(=O)C2c3ccccc3Oc3ccccc32)CC1 | 1%
CC(=O)Nc1ccc(S(=O)(=O)Nc2cccc(C(=O)NC(C)(C)C)c2)cc1 | -12%
Cc1ccc(-n2nc3c(c2NC(=O)c2c(-c4ccccc4Cl)noc2C)CSC3)cc1 | 6%
CC1CCCCN1CCNC(=O)c1cnn2ccccc12 (configuration not stated) | -13%
COc1ccc(CNC(=O)C2CCN(C(=O)N(C)C)CC2)c(OC)c1 | 6%
O=C1CC(SCCc2nc3ccccc3[nH]2)C(=O)N1c1ccc(Cl)cc1 (configuration not stated) | 12%
C=CCn1c(SCCOc2ccc(OC)cc2)nnc1C(CO)NC(=O)c1ccc(OC)cc1 (configuration not stated) | 0%
CC(=O)Nc1ccccc1NC(=O)c1cccc(I)c1 | -9%
O=C(CN1C(=O)NC2(CCCC2)C1=O)NCCC1=CCCCC1 | -4%
O=c1cc(CN2CCN(c3ccccc3O)CC2)nc2sccn12 | 2%
Nc1nc(SCCN2C(=O)c3ccccc3C2=O)n[nH]1 | -13%
COC(=O)c1sc2ncccc2c1OCc1ccc(Cl)cc1Cl | 6%
CCN(CC)CCN1C(=O)C(=O)/C(=C(/O)c2cnn(-c3ccccc3)c2C)C1c1ccc(C)o1 (configuration not stated) | -5%
CCOc1cccc(C(=O)Nc2nnc(COc3ccc(Cl)cc3)s2)c1 | -5%
CCOC(=O)C1=C(N)Oc2cc(C)n(CCc3ccc(OC)c(OC)c3)c(=O)c2C1c1cccnc1 (configuration not stated) | 11%
CCN(CC)C(=O)CSc1nc2ccccc2c(=O)n1CC1CCCCC1 | 0%
O=C(Oc1ccccc1)Oc1ccc2c(c1)oc(=O)c1ccccc12 | -5%
CCS(=O)(=O)N1CCCC(C(=O)NCCCOC(C)C)C1 (configuration not stated) | 8%
Cc1ccccc1CSc1nccn1-c1ccccc1 | -3%
Cc1ccc(C)c(OCC(=O)O/N=C(\N)c2ccccn2)c1 | -10%
CCOC(=O)c1cc2sc(C)cc2n1CC(=O)NCCc1ccccc1 | -1%
COC(=O)c1cc(OC)c(OC)cc1NC(=O)CN1C(=O)c2ccccc2C1=O | -20%
Cc1ccc(-c2noc(CSc3nnc(-c4ccncc4)n3-c3ccc(C)cc3)n2)cc1 | -8%

More entries.
SMILES | EphA4 KYL inhibition
CCCOc1ccc(N2C(=O)C3ON(c4ccccc4)C(c4ccc(O)c(OC)c4)C3C2=O)cc1 (configuration not stated) | -10%
Cc1ccccc1C(=O)N1CC(C)CC(C)C1 (configuration not stated) | -3%
CCOC(=O)c1cc(C(=O)Nc2ccccc2F)nn1C | -12%
COc1ccccc1NC(=O)c1ccc2nc(N3C(=O)CCC3=O)sc2c1 | 17%
CCCCn1cc(C(C)(C)C)c(C#N)c1NC(C)=O | -1%
CCCc1nnc(SCC(=O)N2CCCC(C)C2)n1CC1CCCO1 (configuration not stated) | -9%
CCN(CC)C(=O)CN1CCC(n2c(C)nc3cc(C(F)(F)F)ccc32)CC1 | -5%
O=C(c1cc(Cl)c(=O)n(Cc2ccccc2)c1)N1CCOCC1 | -10%
COC(=O)c1sccc1-c1ccc(/C=N/OCc2c(Cl)cccc2Cl)o1 | -13%
COc1ccc(NC(=O)CSc2nc3sc(C)c(C)c3c(=O)n2Cc2ccco2)cc1 | 0%
COc1cc(OC)c(OC)cc1CNCCNC(=O)c1nonc1N | -4%
CC(O)CNC(=O)C1CCN(Cc2ccc(OCc3ccccc3)cc2)CC1 (configuration not stated) | -6%
COc1ccc(-c2cnc(N)nc2-c2ccc(OC)cc2O)cc1 | -39%
O=C1CCCC2=C1C(c1ccccc1Cl)Nc1ccc(C(=O)c3ccccc3)cc1N2 (configuration not stated) | 1%
Cn1c(Br)nc2c1c(=O)n(CC(O)COc1ccccc1)c(=O)n2C (configuration not stated) | -14%
Cc1ccc(C(=O)N2CCN(c3c(Cl)cccc3[N+](=O)[O-])CC2)cc1 | 4%
CN1CCCCCC1=NC1=C(C#N)CCCC1 | -6%
CCOc1ccccc1NC(=O)c1cccc(NC(=O)CC(c2ccccc2)c2ccccc2)c1 | -2%
CC(C)n1nnnc1SCC(=O)c1ccc2c(c1)OCCO2 | -10%
CN(c1ccccc1)c1nc(-n2ccnc2)nc(-n2ccnc2)n1 | -1%
COc1cc(C2C(C(=O)OC(C)C)=C(C)Nc3ncnn32)cc(OC)c1OC (configuration not stated) | -9%
CCOc1ccc(N2C(=O)/C(=C/c3cccs3)N(CC(=O)OC)C2=S)cc1 | 11%
CCC(C)(C(=O)NC1CCCC1)N(CC1CCCO1)C(=O)c1ccc2c(c1)OCO2 (configuration not stated) | -5%
Cn1cc(/C=N/n2cnc3scc(-c4ccccc4)c3c2=O)c2ccccc21 | -4%
O=C(NC1CCCc2ccccc21)c1cncc(Br)c1 (configuration not stated) | -1%
Cc1nc2sc(C(c3ccccc3)N3CCC(O)CC3)c(O)n2n1 (configuration not stated) | -5%
CCC(CC)C(=O)Nc1cc(OC)ccc1OC | 4%
Cc1cc(C)cc(N2C(=O)NC(=O)/C(=C\c3ccc(F)cc3)C2=O)c1 | -1%
COc1ccc(C(=O)OCC2CC(c3ccccc3)N(C)O2)cc1 (configuration not stated) | -16%
CS(=O)(=O)N(CC(=O)N1CCC(C(N)=O)CC1)C1CCCCC1 | -7%
CCOC(=O)CSc1nc2ccc(NC(C)=O)cc2s1 | 2%
Cn1c(C(=O)Nc2ccc3c(c2)OCO3)cc2sccc21 | -10%
CCOC(=O)Cc1csc(NC(=O)CSc2nnnn2-c2ccc(F)cc2)n1 | -7%
Cc1c(C)n(C)c2ccc([N+](=O)[O-])cc12 | -6%
COc1cccc(NC(=O)CN(C)C(=O)c2ccc3ccccc3c2)c1 | -10%
O=C(O)CS(=O)(=O)CC(=O)O | -23%
O=C(Nc1ccn(Cc2ccccc2F)n1)c1ccc(COc2ccc(Cl)cc2Cl)o1 | 6%
Cc1ccc2cccc(SCC(=O)Nc3ccc([N+](=O)[O-])cc3)c2n1 | 0%
O=C(c1ccc(Cl)c(S(=O)(=O)NCc2ccco2)c1)N1CCN(c2ccccc2F)CC1 | -3%
COc1cccc(CNC(=O)C2=C(C)C(=O)OC23CCC(C)CC3)c1 (configuration not stated) | 5%
COc1ccc(C2CC(c3ccc(OC)cc3)n3nc(NC(=O)c4cccs4)nc3N2)cc1 (configuration not stated) | -13%
Cc1ccccc1NC(=O)/C(=C\c1cccs1)NC(=O)c1ccc(C(C)(C)C)cc1 | -8%

Source: PubChem (Sanford-Burnham Center for Chemical Genomics)
